Screens (PubChem)
Fh CTSL1 inh – counter-screen for PFM18AAP inhibitors: inhibitors of F. hepatica cathepsin L1. recombinant F. hepatica cathepsin L1, Z-Leu-Arg-MCA fluorescence. inhibition, % at 5.96 µM. actives 0.49% (n = 300,000);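 active means inhibition above the mean of all tested compounds plus 3 SD, set per screening campaign, cut at about 17% in these data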;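 further: 0% = plate median of test compound wells and 100% = 1 µM Z-Phe-Ala-diazomethylketone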
PP5 primary – inhibitors of human protein phosphatase 5 (PP5) | purified PP5c, OMFP substrate fluorescence | inhibition, % at 6.7 µM | actives 0.18% (n = 320,000);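 active means inhibition above the campaign's mean inhibition across all tested compounds plus 3 SD, cut at about 9.5% in these data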;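 further: 0% = DMSO only and 100% = 100 µM cantharidin control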
Target sequence (P53041 whole entry, looked up): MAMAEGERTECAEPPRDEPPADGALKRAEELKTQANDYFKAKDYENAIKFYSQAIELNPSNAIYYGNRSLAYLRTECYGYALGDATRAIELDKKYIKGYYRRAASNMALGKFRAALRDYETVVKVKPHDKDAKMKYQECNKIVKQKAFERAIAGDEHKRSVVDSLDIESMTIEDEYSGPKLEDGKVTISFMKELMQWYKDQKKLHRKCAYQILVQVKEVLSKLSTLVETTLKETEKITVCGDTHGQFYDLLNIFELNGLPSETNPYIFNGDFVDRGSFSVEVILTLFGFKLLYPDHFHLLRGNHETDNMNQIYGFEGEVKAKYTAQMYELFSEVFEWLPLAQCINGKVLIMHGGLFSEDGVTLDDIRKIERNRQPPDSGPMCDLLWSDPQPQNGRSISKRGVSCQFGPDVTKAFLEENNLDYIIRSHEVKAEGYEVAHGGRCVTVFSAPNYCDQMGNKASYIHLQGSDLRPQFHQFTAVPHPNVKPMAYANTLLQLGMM
HCV core dimer – HCV core protein dimerization inhibition | TR-FRET GST/Flag-core106 dimerization, 1536-well | inhibition, % at 5 µM | actives 0.33% (n = 300,000);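 active means inhibition above the mean of all tested compounds plus 3 SD, set per screening campaign, cut at about 45% in these data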
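Test system: GST/Flag-tagged HCV core106 proteins; Medium: KF-containing HEPES buffer, pH 7.45, DTT, CHAPS, BSA; Times: compound-protein-antibody incubation 4 h at 22.5 °C; Detection: TR-FRET 671 and 617 nm emission; Benchmarks: wells lacking GST-core106 and wells with excess unlabelled core106.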
Efflux pump mplx – blocks antifungal efflux pumps in multiplex yeast assay; actives 0.44% (n = 330,000); S. cerevisiae Candida pump triplex, Nile Red efflux; inhibition, % at 10 µM; AID 485275;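 active means plate passing quality check with inhibition over a set limit, or well fluorescence over plate mean plus 4 SD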;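 further: Nile Red retained in pooled yeast measured as flow cytometry median fluorescence; 0% = buffer negative control and 100% = Enniatin B positive control; higher means more Nile Red kept so more efflux inhibition; some compounds called inactive have numbers as strong as hits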
PREPL inh – inhibits the human prolyl oligopeptidase-like enzyme; Q4J6C6; recombinant PREPL, fluorescence polarization activity-based probe; inhibition, % at 5.96 µM; actives 0.68% (n = 320,000); AID 2751; in the data active means inhibition above about 43%;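 further: 0% = enzyme with DMSO and 100% = wells lacking enzyme; many of its hits are not listed in these tables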
PP1 inh – blocks human PP1-alpha phosphatase, a PP5 counter-screen; P62136; purified PP1alpha, OMFP fluorescence; inhibition, % at 6.7 µM; actives 0.9% (n = 320,000); AID 2235;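 active means inhibition above the mean inhibition of all tested compounds plus 3 SD, computed separately for each screening campaign, cut at about 15% in these data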
LYPLA2 counter – blocks human lysophospholipase 2, a PME1 counter-screen; inhibition, % at 5.9 µM; actives 0.38% (n = 320,000); O95372; recombinant LYPLA2, FP-Rh probe fluorescence polarization;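 active means inhibition above the screen-wide mean plus 3 SD, limit set per campaign, cut at about 26% in these data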;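 further: 0% = LYPLA2 with DMSO and 100% = wells lacking LYPLA2 enzyme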
GASC-1 inh – human JMJD2C demethylase inhibition. GST-JMJD2C(1-420) H3K9me3 demethylation, DELFIA europium. inhibition, % at 2.35 µM. actives 0.069% (n = 330,000). AID 2099;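 active means more than half of a compound's replicate wells show inhibition beyond 50%, single wells judged on their own value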;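 further: signal counts dimethyl H3K9 product captured on neutravidin plate; 0% = median of DMSO wells and 100% = 0.3 times that DMSO median; strong numbers were not always called active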
Target sequence (Q9H3R0 1-420 limits assumed): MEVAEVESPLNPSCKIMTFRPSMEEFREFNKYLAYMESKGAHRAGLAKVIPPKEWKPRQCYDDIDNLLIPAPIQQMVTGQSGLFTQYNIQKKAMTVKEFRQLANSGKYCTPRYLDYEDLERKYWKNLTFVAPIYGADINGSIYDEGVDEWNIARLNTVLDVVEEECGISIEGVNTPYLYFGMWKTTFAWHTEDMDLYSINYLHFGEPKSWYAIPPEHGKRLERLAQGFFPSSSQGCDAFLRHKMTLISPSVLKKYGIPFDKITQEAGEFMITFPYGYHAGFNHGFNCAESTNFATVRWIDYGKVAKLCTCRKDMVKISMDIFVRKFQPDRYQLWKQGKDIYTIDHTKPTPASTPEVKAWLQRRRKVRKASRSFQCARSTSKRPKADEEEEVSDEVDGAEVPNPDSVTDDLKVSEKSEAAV
TPT1 inhibitor – C. albicans TPT1 enzyme inhibition | actives 0.81% (n = 300,000) | inhibition, % at 5 µM | AID 1962 | recombinant caTPT1, FP RNA substrate dephosphorylation;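 active means inhibition above the mean of all tested compounds plus 3 SD, set per screening campaign, cut at about 24% in these data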;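 further: plate controls were DMSO alone for no effect and ferristatin control at 100 nM for full effect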
Active calls of the source: *; x = not tested or not shown; & = joins results of further samples. Only part of the results is shown. The share of hits here may be higher or lower than overall.

SMILES	Fh CTSL1 inh	PP5 primary	HCV core dimer	Efflux pump mplx	PREPL inh	PP1 inh	LYPLA2 counter	GASC-1 inh	TPT1 inhibitor
CCc1ccc(CN(C)C(=O)CC2C(=O)NCCN2Cc2ccoc2)cc1 (stereo not given)	-4	-1.1	-2	0.0	23	-4	0	2	-1
Cc1cccc(-n2nc3c(c2NC(=O)CCCl)CSC3)c1	7	0.8	15	0.0	2	3	-3	-14	-2
COc1ccc(-c2c[n+]3c4n2CCCCC4=C(c2ccccc2)C3)cc1	6	0.4	4	0.1	54*	18*	6	-1	3
O=C(CSCc1cccc(Cl)c1)NCc1ccc2c(c1)OCO2	-2	2.6	1	-0.2	-5	-1	1	0	2
COc1cc(/C=N/n2c(-c3n[nH]c4c3CCC4)n[nH]c2=S)cc(OC)c1O	1	-0.5	-9	0.0	-3	2	5	2	-2
Cc1ccc(CSCc2ccc(C(=O)NCCC(C)C)o2)cc1	2	2.1	5	0.0	8	4	-4	-1	2
CCN(CC)C(=O)N1CCN(Cc2ccc3c(c2)OCO3)CC1	2	3.2	-4	0.1	12	0	2	-10	-1
COc1ccc(NC(=S)NC(NC(=O)c2ccc(Cl)cc2Cl)C(Cl)(Cl)Cl)c([N+](=O)[O-])c1 (stereo not given)	-2	1.3	17	0.0	-3	8	-50	-3	-2
CN1C(=O)C(C)(C)c2cc(S(=O)(=O)N3CCCCCC3)ccc21	-1	0.2	8	0.0	7	-2	-8	16	2
COc1cccc2c1cc1c(=O)n(CC(=O)NCCCN3CCCCC3)nc(C)n12	-5	-0.8	4	0.2	0	-5	0	-4	3
CCOCCCNS(=O)(=O)c1ccc2c(c1)OCCO2	-5	-1.7	3	0.1	-1	-3	11	-4	-5
COc1ccc2cc(/C=C/C(=O)N3CCN(CC(=O)N4CCCCCC4)CC3)ccc2c1	1	1.2	0	0.2	21	0	-5	5	-1
N#Cc1cnc(SCC(=O)NNC(=O)COc2cccc3ccccc23)nc1N	2	0.0	-6	-1.8	-11	0	-8	7	51*
CC(C)(C)c1ccc(C(=O)Nc2ccc(S(N)(=O)=O)cc2)cc1	-5	3.9	7	-0.3	-6	0	2	8	2
Cn1c(=O)c2[nH]c(NCCCN3CCOCC3)nc2n(C)c1=O	4	2.9	0	-0.1	-6	-1	-1	-1	1
CCOC(=O)CNC(=S)n1cnc(N)n1	-7	0.3	-1	-0.2	-2	-4	0	2	-3
O=C(NCc1ccc2c(c1)OCO2)c1cc2c(s1)CS(=O)(=O)C2	-1	-0.3	35	0.0	5	-2	0	6	2
CCC1=C2CC[C@H]3C(=O)N(CC)C(=O)[C@H]3[C@H]2[C@@]2(Cc3ccccc3)C(=NCCOC)OC(=O)N2C1=O	0	0.9	-17	-0.2	13	0	3	-4	-6
CCC(C)NC(=O)C1c2ccccc2Oc2ccccc21 (stereo not given)	-3	-0.4	1	0.1	6	-1	5	34	-1
COc1ccc(NC(=O)CC(C)c2ccccc2)c([N+](=O)[O-])c1 (stereo not given)	-2	0.5	-8	0.0	2	1	2	-5	1
Cc1ccc(S(=O)(=O)N(C)c2ccc(C(=O)NCc3ccccc3F)cc2)cc1	2	0.9	-8	-0.2	1	0	-4	-4	1
CCCCN(CC)C(=O)CSc1nc2n[nH]c(C)c2c(=N)n1-c1cccc(C)c1	7	3.8	2	0.4	4	7	-3	-11	-3
O=C(CSc1nnc(CNC(=O)c2cccs2)o1)c1ccccc1	1	0.8	6	0.1	5	0	2	97*	-6
CCCNC(=O)c1ccc(COc2ccc(C)cc2)o1	-5	1.1	5	0.2	7	-6	1	0	1
O=C(NC(=S)Nc1ccccc1Br)c1cccnc1	-1	0.3	0	0.0	3	3	0	-11	-3
Cc1ccc(C(=O)N2CCC(C(=O)Nc3cccc([N+](=O)[O-])c3)CC2)cc1	-2	3.2	-6	-0.1	11	-1	32*	3	-4
Cc1sc(NC(=O)c2cccc([N+](=O)[O-])c2)c(C(N)=O)c1-c1ccc(C(C)(C)C)cc1	-2	-0.1	3	0.1	9	-2	9	-19	-1
CCOC(=O)Cn1nnnc1C(CC)N(Cc1cccs1)Cc1cc2cc(C)ccc2[nH]c1=O (stereo not given)	0	3.0	16	0.0	16	2	-6	0&2	4
CCOc1nc(NCCO)nc(Nc2ccccc2F)n1	-2	2.2	-11	0.2	13	2	-2	-1	0
Cc1ccc(NS(=O)(=O)c2cccc(C(=O)N3CCN(c4ncccn4)CC3)c2)cc1	x	-2.0	x	-0.3	18	-1	50*	1	x
CCC(Sc1nc2ccccc2c2nc3ccccc3n12)C(=O)NCc1ccco1 (stereo not given)	-3	-1.8	-1	0.3	-16	-3	-1	-1	-4
COc1ccc(-n2nnnc2-c2nc3ccccc3s2)cc1	0	-0.1	-13	0.4	11	-1	-6	-15	0
COc1cccc(NC(=O)C(NCCc2ccc(S(N)(=O)=O)cc2)c2ccccc2)c1 (stereo not given)	3	1.7	-15	0.0	-1	-2	-2	3	-1
COc1ccc(/C=C(\NC(=O)c2ccccc2)C(=O)NC2CCS(=O)(=O)C2)cc1 (stereo not given)	-1	-1.4	-2	-0.1	7	-3	-1	25	0
CC(=O)c1cccc(CN2CCCC(C(=O)c3ccc4c(c3)OCO4)C2)c1 (stereo not given)	9	3.5	-7	0.2	7	0	-7	-2	0
CCOC(=O)N1CCN(C(=O)C2CCN(S(=O)(=O)N(CC)CC)CC2)CC1	4	0.5	-2	0.0	1	-1	4	-1	0
Cc1cccc(Cn2nc(C)cc2NC(=O)Cn2cc([N+](=O)[O-])cn2)c1	-4	-0.8	-3	0.6	1	-6	4	3	-6
Fc1ccccc1CSc1nnc(Cn2cnc3ccccc32)n1-c1ccccc1	2	-0.8	-6	-0.1	8	-3	4	-5	1
O=C(C[n+]1ccc(C(=O)NCc2ccccc2)cc1)c1ccc(Cl)cc1	-1	3.4	-2	-0.1	15	0	6	-3	1
O=C(NCC1CC1)C1(S(=O)(=O)c2ccccc2)CC=CC1	-1	1.3	-7	-0.1	-2	-1	-1	-2	3
O=C(O)CSCC(=O)N1CCCCC1	-20	-1.3	-3	0.1	-6	-4	3	5	1
COc1cc([N+](=O)[O-])ccc1NC(=O)C1CCCN(S(C)(=O)=O)C1 (stereo not given)	x	4.6	x	0.0	0	-1	5	3	x
CCC1(C)OC(=O)NN(c2ccc(C)cc2)C1(C)O (stereo not given)	-1	1.2	-8	0.2	0	1	-3	0	-1
c1ccc(-c2nc(-c3ccco3)cs2)nc1	3	0.5	5	-0.1	11	-1	-7	56*	8
COc1cccc(CNC(=O)C2CCCN(C(=O)c3ccc(Cl)cc3)C2)c1 (stereo not given)	x	-0.1	x	-0.1	-6	-3	8	x	x
COc1ccc(/C=C/C(=O)OCC(=O)NC2CCCC(C)C2C)cc1S(=O)(=O)N1CCOCC1 (stereo not given)	0	-0.4	-3	0.1	18	2	5	6	-2
O=C(Cc1ccc(F)cc1)NC1CCSC1=O (stereo not given)	-2	2.7	0	0.0	4	-1	-3	1	-1
CCN(CC)c1ccc(C2C(C(C)=O)C(=O)CC(C)(O)C2C(C)=O)cc1 (stereo not given)	-2	-0.3	3	0.2	1	-3	-2	-4	-2
CCN(CC)S(=O)(=O)c1ccc(Cl)c(C(=O)NCc2ccccc2Cl)c1	0	2.7	0	0.0	-9	0	-5	-12	11
CCOc1ccc(C(=O)CCC(=O)N2CCN(S(=O)(=O)c3cccc(F)c3)CC2)cc1	x	2.8	x	-0.2	3	-5	1	-6	x
CCN(CC)CCCn1c(=S)[nH]c2ccc(Cl)cc2c1=O	-4	2.7	-5	0.4	10	-7	-1	-12	3
Cc1cccc(C)c1NC(=O)CN(C)C(=O)c1cccc(S(=O)(=O)N2CCN(C)CC2)c1	2	-1.8	-3	0.1	4	0	-5	10	-2
CC1CCC(NC(=O)C2c3ccccc3C(=O)N2CCCN2CCOCC2)CC1 (stereo not given)	2	-0.3	-1	-0.1	4	-1	-6	-7	0
COCCn1c(SCC(N)=O)nnc1-c1c[nH]c2ccccc12	-1	-2.4	-10	0.2	-14	4	-4	-7	3
COc1ccccc1/C=C(/C(=O)OCC(=O)Nc1ccccc1C)c1ccccc1	3	0.0	15	0.0	-16	3	-6	5	0
COc1ccccc1Oc1coc2cc(O)ccc2c1=O	0	1.3	-6	0.0	9	2	2	19	-4
COc1ccc(-n2nc(C(=O)NCC(=O)NCc3ccco3)c3ccccc3c2=O)cc1	1	2.0	-5	-0.1	4	0	9	2	-1
Cc1[nH]n(-c2ccccc2)c(=O)c1C(c1cccc([N+](=O)[O-])c1O)c1c(C)[nH]n(-c2ccccc2)c1=O	-2	6.3	3	0.4	-2	2	2	2	2
CC1(C)Cc2cccc(OCC(=O)N3CCN(c4cccc(C(F)(F)F)c4)CC3)c2O1	2	1.9	1	0.0	24	-1	2	9	2
c1ccc(CCc2nc(-c3cccnc3)no2)cc1	-1	0.7	-7	0.1	1	-1	-1	-35	-5
The list continues:
SMILES	Fh CTSL1 inh	PP5 primary	HCV core dimer	Efflux pump mplx	PREPL inh	PP1 inh	LYPLA2 counter	GASC-1 inh	TPT1 inhibitor
O=C(CSc1nnc(-c2ccco2)o1)NC1CCCCCC1	8	1.2	-2	0.1	-2	-5	-4	0	-2
COC(=O)Nc1ccc(S(=O)(=O)N2CCCC(C(=O)O)C2)cc1 (stereo not given)	5	1.5	-101	0.3	12	-1	2	-25	2
Cc1ccccc1OCC(=O)NCC(c1ccco1)N1CCCCC1 (stereo not given)	1	4.6	4	0.2	19	-4	0	0	4
CC1=NN(C(=O)Cn2nc([N+](=O)[O-])c(Br)c2C)C(O)(C(F)(F)F)C1 (stereo not given)	-1	0.9	0	-0.1	0	-2	5	-14	-2
COc1ccc(C(C)NC(=O)c2ccoc2C)cc1OC (stereo not given)	-2	-0.8	2	-0.1	12	-4	-2	5	-4
Cc1cc2ncn(S(=O)(=O)N3CCCCC3)c2cc1C	-5	1.7	-3	-0.3	1	-1	1	-12	0
Cc1nc(Nc2nc3c(c(=O)[nH]2)CCC3)nc2ccccc12	-11	-0.1	0	-0.1	4	-4	1	-5	0
O=C(COc1cccc(F)c1)NNC(=O)Cc1ccc(Br)cc1	x	2.9	x	-0.1	14	0	-2	1	x
COc1ccc(OCC(O)CNS(=O)(=O)c2cccc(Cl)c2)cc1 (stereo not given)	-2	-0.4	-1	0.1	-4	-7	1	-38	3
Cc1ccc(C)c(S(=O)(=O)N(C(=O)c2ccncc2)c2ccc(OC(=O)c3ccncc3)cc2)c1	-9	-1.5	-1	-0.2	11	0	11	-5	-1
COC(=O)C(NC(=O)c1ccc(C)cc1)(Nc1cccc(C)n1)C(F)(F)F (stereo not given)	-2	-0.6	1	-0.1	-3	2	5	3	0

Shown bar-delimited: part of the list above
Compound | Fh CTSL1 inh | PP5 primary | HCV core dimer | Efflux pump mplx | PREPL inh | PP1 inh | LYPLA2 counter | GASC-1 inh | TPT1 inhibitor
COc1ccc(C(C)NC(=O)c2ccoc2C)cc1OC (stereo not given) | -2 | -0.8 | 2 | -0.1 | 12 | -4 | -2 | 5 | -4
Cc1cc2ncn(S(=O)(=O)N3CCCCC3)c2cc1C | -5 | 1.7 | -3 | -0.3 | 1 | -1 | 1 | -12 | 0
Cc1nc(Nc2nc3c(c(=O)[nH]2)CCC3)nc2ccccc12 | -11 | -0.1 | 0 | -0.1 | 4 | -4 | 1 | -5 | 0
